PI5P4Ka inh: blocks human PI5P4K alpha kinase activity; max response, %; PI5P4Kalpha enzyme, ADP-Glo luminescence, 60 min; active compounds read low; P48426; 330,000 tested, 1.2% active; active means max response of -50% or lower; inconclusive means between -30% and -50%; inactive means -30% or higher; further: value at the top dose of about 77 µM; on the % scale 0 is the no-effect control and ±100 the full control effect
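PI5P4Kalpha ADP-Glo assay; 5 microM ATP final; 60 min RT reaction; HEPES pH 7.4/EGTA/CHAPS, 5% DMSO; controls lacking substrate or enzyme; luminescent end-point.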
DRD3 agonist: activates the human D3 dopamine receptor | P35462 | D3R DiscoveRx beta-arrestin cells, luminescence, 90 min | max activation, % | 410,000 tested, 0.58% active | AID 652048; in the data active means max activation above about 30%; further: 0% is about no effect; mostly tested at two doses, the higher about 12 µM
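Agonist mode: compounds and dopamine controls were applied to plated cells for 90 min at 37 degrees C after an overnight attachment at 1500 cells/well. Luminescent read-out followed 30 - 60 minutes at room temperature with DiscoveRx detection reagent.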
GLP1R inv ag: acts as inverse agonist at human GLP-1 receptor | Potency, µM (titrated, usually from 38.3 µM), without a hit: top-dose activity change, negative = inhibition, most hits filed as inhibitors | P43220 | HEK293 GLP-1R CRE-luciferase, luminescence, 24 h; GLP-1R form is constitutively active | 410,000 tested, 1.6% active | AID 624417; further: potency means the concentration at half of the fitted maximal effect; on the % scale 0 is the no-effect control and ±100 the full control effect; nearly all actives have a fitted effect of over 55% in size
Target sequence (P43220 whole entry, looked up): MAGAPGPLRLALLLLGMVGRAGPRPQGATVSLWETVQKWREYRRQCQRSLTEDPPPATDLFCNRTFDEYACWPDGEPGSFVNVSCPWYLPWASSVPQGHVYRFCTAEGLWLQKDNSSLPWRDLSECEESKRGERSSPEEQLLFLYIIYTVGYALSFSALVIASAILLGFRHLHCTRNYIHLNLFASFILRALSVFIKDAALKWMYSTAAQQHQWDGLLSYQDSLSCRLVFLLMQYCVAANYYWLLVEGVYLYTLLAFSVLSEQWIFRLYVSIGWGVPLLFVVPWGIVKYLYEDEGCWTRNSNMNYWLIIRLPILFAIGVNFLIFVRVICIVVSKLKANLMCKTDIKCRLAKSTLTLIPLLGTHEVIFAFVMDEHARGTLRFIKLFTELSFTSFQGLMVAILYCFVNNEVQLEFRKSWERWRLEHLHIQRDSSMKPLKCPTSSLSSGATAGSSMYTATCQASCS
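qHTS in 1536-well format: reporter HEK293 cells expressing constitutive GLP-1R activity in DMEM + 10% Nu serum, 24 hr with compounds at 37 deg C, luminescence read after 12 min with detection reagent.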
DRD3 antagonist: D3 dopamine receptor (human) antagonism; 360,000 tested, 2.5% active; D3R cells, DiscoveRx beta-arrestin luminescence, antagonist mode; active compounds read low; max response, negative = inhibition, %; in the data active means max response below about -50%; inconclusive means no clear call, values can overlap the other calls; further: on the % scale 0 is the no-effect control and ±100 the full control effect; mostly tested at two doses, the higher about 12 µM
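Cells plated overnight at 1500 cells/well, then exposed to library compounds with dopamine controls for 90 minutes at 37 degrees C. DiscoveRx reagent added for 30–60 minutes at room temperature; luminescence read, quantitative HTS format.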
HEK293 tox: cytotoxicity in counter-screen for GLP-1R inverse agonists; Potency, µM (top dose mostly 38.3 µM), inactives show at the highest dose activity change, negative = inhibition, actives largely listed as inhibitors; AID 624418; 410,000 tested, 0.13% active; HEK293 cAMP-luciferase reporter cells, luminescence, 24 h;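 further: loss of luciferase light is scored as toxicity; potency means the concentration at half of the fitted maximal effect; on the % scale 0 is the no-effect control and ±100 the full control effect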
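A 23 nL compound transfer followed 12 hours of cell culture at 37 deg C; exposure then lasted 24 hr. Luciferase assay detection reagent was dispensed and plates read for luminescence after a 12 min room-temperature wait.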
PLK1 PBD inh: blocks phosphopeptide binding to human PLK1 polo-box domain | Plk1 PBD binding of FITC phosphopeptide, fluorescence polarization | AID 720504 | Potency, µM, without a hit: max response, negative = inhibition, hits mostly inhibitors | 360,000 tested, 2.8% active; further: potency means the concentration at half of the fitted maximal effect; series mostly up to about 57 µM; on the % scale 0 is the no-effect control and ±100 the full control effect; nearly all actives have a fitted effect of over 65% in size
Target sequence (P53350 whole entry, looked up, the tested form may be a part): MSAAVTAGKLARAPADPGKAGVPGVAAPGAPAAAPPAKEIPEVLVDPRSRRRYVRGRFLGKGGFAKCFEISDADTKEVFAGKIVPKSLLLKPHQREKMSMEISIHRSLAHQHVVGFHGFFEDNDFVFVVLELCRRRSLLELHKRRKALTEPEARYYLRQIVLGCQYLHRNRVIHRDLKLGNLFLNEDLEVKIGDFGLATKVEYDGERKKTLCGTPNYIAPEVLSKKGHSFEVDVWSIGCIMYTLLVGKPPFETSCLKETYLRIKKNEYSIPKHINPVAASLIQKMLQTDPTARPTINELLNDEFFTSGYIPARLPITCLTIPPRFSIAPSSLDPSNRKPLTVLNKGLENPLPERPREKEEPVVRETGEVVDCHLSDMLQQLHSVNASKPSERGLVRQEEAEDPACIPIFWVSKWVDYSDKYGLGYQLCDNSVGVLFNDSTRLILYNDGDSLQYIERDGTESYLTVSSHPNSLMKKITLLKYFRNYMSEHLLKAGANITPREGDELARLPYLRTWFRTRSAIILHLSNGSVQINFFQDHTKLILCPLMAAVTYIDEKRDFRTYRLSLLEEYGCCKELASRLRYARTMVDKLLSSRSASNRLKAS
WRN helicase inh: WRN helicase (human) inhibition; Q14191; WRN helicase unwinding, fluorescent forked duplex, kinetic; Potency, µM (series often up to 114 µM), for inactives: at the top dose activity change, negative = inhibition, actives largely listed as inhibitors; 360,000 tested, 0.46% active; AID 651768; further: potency means the concentration at half of the fitted maximal effect; on the % scale 0 is the no-effect control and ±100 the full control effect; nearly all actives have a fitted effect of over 55% in size
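Fluorescence dequenching readout, ex 525 nm/em 598 nm, kinetic mode: forked duplex DNA (100 nM final) with adjacent fluorophore and quencher unwound by WRN (20 nM final) with 2 mM ATP. Compound preincubation 15 min, room temperature.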
IL2 activator: activates IL-2 in a cell-based reporter assay; IL-2 activation reporter assay, cell-based qHTS; stimulated with anti-CD3/CD4/CD28 beads; in transgenic mouse T cells; activation, % (series mostly up to about 46 µM); 360,000 tested, 0.065% active; AID 652025; in the data active means activation above about 50%; inconclusive means mostly about 30% to 49%; further: 0% is about no effect
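First, unstimulated transgenic mouse T cells were exposed to compound for 60 min. Next, anti-CD3/anti-CD4-coated beads with anti-CD28 were added. Finally, after 18 h at 37 degrees C, EGFP and DsRed were imaged.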
GLP-1R agonist: agonists of human GLP-1 receptor; P43220; HEK293 GLP-1R CRE-luciferase, luminescence, 4-6 h; cells express a hypersensitive GLP-1R form; AID 624172; Potency, µM (doses to about 45.6 µM), without a hit: top-dose activation, actives largely listed as activators; 380,000 tested, 0.007% active; further: potency means the concentration at half of the fitted maximal effect; % of control where 0% means no effect
An asterisk follows results filed as active; ? = inconclusive; . = no result given; [ ] = dose if it differs, or a comment. Unless noted, the call rests on the fitted dose curve; in most records, active means well fitted curve in the direction sought with a large enough effect; inconclusive means small, poorly fitted or top-dose-only effect, or another doubt; inactive means no such curve, though single readings can be large; an effect the other way counts as inactive or inconclusive.

Fields – PI5P4Ka inh | DRD3 agonist | GLP1R inv ag | DRD3 antagonist | HEK293 tox | PLK1 PBD inh | WRN helicase inh | IL2 activator | GLP-1R agonist
> COc1ccc(-n2c(Cn3c(=O)sc4ccccc43)nnc2SC)cc1
  1 | 5 | 0% | -8 | -17% | -6% | 2% | 0.4 | -2%
> O=C(c1ccc(CS(=O)Cc2ccccc2Cl)o1)N1CCN(c2ccccn2)CC1 (stereo not drawn)
  -8 | -15 | 6% | -7 | -20% | -7% | 3% | -1.0 | 11%
> CCOc1cc(C(=O)NCC(C)CN(C)C)cc(OCC)c1OCC (stereo not drawn)
  . | -1 | -12% | -14 | 5% | -8% | -7% | -1.6 | 0%
> CCN(CC)C(=S)Nc1ccc2nc3n(c(=O)c2c1)CCCCC3
  -4 | 4 | 26%[7.66 µM] | 19 | 4%[7.66 µM] | -3% | -6% | -0.5 | 1%
> COc1ccc(C(CC(=O)Nc2nccs2)n2cccc2)cc1 (stereo not drawn)
  16 | -11 | ? | ? | 14% | -9% | -14% | -0.1 | -14%
> CC1(C)CC(=O)N(CC(=O)N2CCN(c3ncccn3)CC2)c2ccccc2S1(=O)=O
  -2 | -3 | -8% | -7 | 1% | -24% | 1% | -2.1 | -6%
> CCOc1cccc(-c2nn3c(-c4ccco4)nnc3s2)c1
  9 | -1 | 40%[activator] | 43 | ? | -12% | -4% | 1.1 | 0%
> CCCCc1ccc(N=N/C(C(=O)Nc2cc(OC)c(NC(C)=O)cc2OC)=C(/C)O)cc1
  8 | 0 | 20% | 4 | -5% | -17% | -22% | 4.4 | -13%
> Cc1ccsc1-c1cc2nc(Nc3ccc(F)cc3)n(C)c(=O)c2s1
  -10 | 7 | 8% | 18 | -6% | -5% | -4% | 1.9 | 9%
> COC(=O)c1ccc(C(=O)Nc2nc3cc(N)c(C)cc3s2)cc1
  3 | -2 | 9% | 18 | -12% | 2% | -11% | 1.2 | 0%

Brought forward from above: two compounds, followed by the next part.
Fields – PI5P4Ka inh | DRD3 agonist | GLP1R inv ag | DRD3 antagonist | HEK293 tox | PLK1 PBD inh | WRN helicase inh | IL2 activator | GLP-1R agonist
> Cc1ccsc1-c1cc2nc(Nc3ccc(F)cc3)n(C)c(=O)c2s1
  -10 | 7 | 8% | 18 | -6% | -5% | -4% | 1.9 | 9%
> COC(=O)c1ccc(C(=O)Nc2nc3cc(N)c(C)cc3s2)cc1
  3 | -2 | 9% | 18 | -12% | 2% | -11% | 1.2 | 0%
> Cn1c(=O)[nH]c(=O)c2c1nc(SCCN1CCOCC1)n2Cc1ccccc1
  3 | -11 | 12% | -70* | -11% | -9% | 7% | -0.1 | 0%
> O=c1ccc2cc(S(=O)(=O)N3CCCC3)ccc2[nH]1
  . | 4 | 12% | . | 2% | . | . | . | 10%
> O=C(CCCn1nnnc1CN1CCOCC1)N1CCC(c2ccccc2F)C1 (stereo not drawn)
  2 | -2 | -3% | 10 | -9% | -15% | -2% | 0.9 | -3%
> CCS(=O)(=O)c1ccc2c(c1)N(S(C)(=O)=O)CC(C(=O)NN)O2 (stereo not drawn)
  0 | 14 | 3% | 8 | -9% | -1% | 9% | 1.4 | 1%
> Cc1cc2c(cc1C)-c1nnnn1C(C)(C)C2
  . | -30 | 49%[activator] | -23 | -11% | -7% | -2% | 0.4 | 3%
> COc1cccc(C(=O)COc2ccc(NC(=O)c3cccs3)cc2)c1
  1 | 7 | ? | 12 | -18% | -5% | -11% | -1.9 | 3%
> Cc1ccc(NC(=O)COC(=O)Cc2csc(-c3cccc(F)c3)n2)cc1C
  -5 | -2 | -3% | -11 | -25% | -5% | -1% | -0.7 | 21%
> Cc1n[nH]c(C)c1S(=O)(=O)N1CCCC(C(=O)Nc2ccc(Cl)cc2)C1 (stereo not drawn)
  . | -11 | ? | . | 4% | . | . | . | 2%
> O=C(COC(=O)CSc1ccc([N+](=O)[O-])cc1)NCC1CCCO1 (stereo not drawn)
  -2 | -2 | 6% | -10 | -7% | ? | 0% | 2.1 | 3%
> COc1cc(OC)c(C2C(C#N)=C(C)NC(C)=C2C#N)c(C(=O)O)c1
  -1 | -10 | 2% | 18 | -2% | 2% | -5% | -0.9 | -6%
> O=C(OCC(=O)N(C1CCCCC1)C1CCCCC1)c1ccccc1O
  12 | 3 | ? | 29 | -6% | -8% | -3%[57.1 µM] | -1.9 | 0%
> CCn1cc(C2=NC(CCSC)CO2)c2ccccc21 (stereo not drawn)
  7 | -5 | ? | -14 | 0% | 0% | -15% | -3.5 | 14%
> CCN(CC)CCNS(=O)(=O)c1ccc(/C=C/C(=O)O)cc1
  1 | 13 | 45%[activator] | 7 | -6% | -8% | -1% | -0.5 | 3%
> CS(=O)(=O)N(CC(=O)NCc1ccco1)c1ccc(Cl)c(C(F)(F)F)c1
  -4 | 1 | -30% | 26 | -10% | -5% | -3% | -0.7 | -1%
> COC(=O)c1cc(COC(=O)c2ccc3ccccc3n2)oc1C
  1 | 1 | 5% | 2 | -10% | -10% | 11% | -0.8 | 3%
> COC(=O)c1ccc(C(=O)OC)c(NC(=O)/C=C/C(=O)O)c1
  -5 | -3 | 29% | -11 | 1% | -8% | 4% | -1.5 | 0%
> O=C(NCCc1ccccn1)c1c(-c2ccccc2)sc2ccccc12
  -7 | -16 | ? | 0 | 9% | -9% | 1% | -0.6 | -1%
> COc1ccccc1-c1nc(C#N)c(N2CCN(Cc3ccccc3)CC2)o1
  0 | -7 | ? | -3 | -2% | -2% | -8% | -0.9 | 14%
> Cc1c2ccncc2cc2c1[nH]c1ccccc12
  -6 | 12 | ? | 21 | 3% | 1% | 1%[11.6 µM] | -1.0 | -3%
> Cc1c(C(=O)NN)nn(-c2ccc(F)cc2)c(=O)c1C#N
  -4 | -15 | -1% | -6 | -14% | 1% | 4% | 0.4 | 8%
> Cc1ccc(C(=O)NCCNS(C)(=O)=O)cc1
  -6 | -3 | 13% | 1 | 2% | -5% | -5% | -0.1 | -6%
> COc1ccccc1OCCCn1c(=O)sc2ccccc21
  . | -24 | 0% | 17 | -10% | -3% | 2% | 1.2 | ?
> Oc1ccc(C=NN=C2c3ccccc3-c3ccccc32)c(O)c1
  44 | -3 | 10% | ? | ? | 28% | -15% | -7.0 | 3%
> O=[N+]([O-])c1ccc2n[nH]nc2c1
  -9 | -5 | 2% | -70* | -2% | -10% | -1% | 0.1 | -12%
> CCOC(=O)c1oc2ccccc2c1COC(=O)CNC(=O)c1ccc(C)cc1
  -7 | -10 | 8% | 0 | 14% | -13% | -9% | 0.9 | 17%
> CCCCNS(=O)(=O)c1ccc2nc(SCC(=O)Nc3ccccc3Cl)[nH]c2c1
  -2 | -12 | ? | 0 | ? | -10% | ? | 0.6 | 20%
> COc1ccc(N=C2C(=Nc3ccc(OC)cc3)N(c3ccccc3)C(=S)N2C(=O)c2ccc(Cl)cc2)cc1
  0 | -5 | 0% | -17 | -25% | -9% | -3% | -1.0 | -10%
> CCCOc1ccc(CSCCNC(=S)Nc2ccccc2)cc1
  18 | 3 | ? | 9 | 3%[1.53 µM] | 5% | -34%[57.1 µM] | -1.0 | -4%
> Cc1[nH]n(-c2ccccc2)c(=O)c1N=Nc1cccc(C(=O)O)c1
  0 | 5 | -59% | -12 | -5% | -7% | -4% | 2.0 | -2%
> OC1(c2ccccc2)CNCCc2ccccc21 (stereo not drawn)
  6 | 2 | -10% | 23 | 25% | 3% | 3% | -1.0 | -2%
> CCOc1ccc2nc(SCC(=O)NCC3CCCO3)sc2c1 (stereo not drawn)
  5 | -2 | -9% | -11 | 2% | -13% | 9% | -0.4 | 11%
> CCCOC(=O)c1ccc(NC(=O)c2cc(=O)[nH]c3ccccc23)cc1
  6 | -1 | -6% | -14 | 0% | -2% | -8% | -0.4 | 9%
> O=C(CCl)NC(Cc1ccccc1)c1ccccc1 (stereo not drawn)
  -10 | -3 | ? | 0 | -5% | -1% | 6% | 4.3 | 0%
> CCN(CC)c1cc2nonc2c2nonc12
  . | 0 | 5% | 2 | -18% | -4% | -2% | -1.2 | 1%
> CC1(C(=O)NS(=O)(=O)c2ccccc2)CCN1C(=O)C1(c2ccccc2)CCCC1 (stereo not drawn)
  -5 | 0 | -7% | -9 | 0% | 4% | 2% | -0.8 | 0%
> CC1CCN(C(=O)CCn2c(=O)oc3ccc(Cl)cc32)CC1
  -18 | 3 | ? | -4 | 2% | -19% | -6% | 1.0 | 3%
> CCC(C)NC(=O)CSc1nnc(-c2cc(-c3ccc(C)cc3)nc3ccccc23)n1N (stereo not drawn)
  2 | 3 | ? | -14 | -10% | 2% | 1% | 0.0 | 4%
> CC(C)NC(=O)COC(=O)C1CSC2(c3ccc(Br)cc3)CCC(=O)N12 (stereo not drawn)
  -7 | 1 | 0% | -3 | -4% | -10% | 1% | -0.4 | -1%
> COC(=O)C1C(=O)c2c([nH]c(C(=O)OC3CCCCCC3)c2C)CC1C (stereo not drawn)
  2 | 1 | -25% | -24 | -30% | -4% | -4% | -1.9 | 16%
> CC(Cl)=CCn1c(NCCc2ccccc2)nc2c1c(=O)n(C)c(=O)n2C
  -5 | 11 | 19% | 75 | 6% | -3% | 1% | -1.0 | -2%
> O=C(Nc1ccc(F)cc1)c1ccccc1CC[N+](=O)[O-]
  -3 | 0 | 2% | 29 | -2% | 0% | -1% | -0.7 | -2%
> CN(C)S(=O)(=O)N1CCCC(C(=O)c2ccc(-c3ccccc3)cc2)C1 (stereo not drawn)
  3 | -40 | -14% | -3 | -4% | -9% | -4% | -3.7 | 0%
> CC12CCC(C(=O)CC1=O)C2(C)C (stereo not drawn)
  -2 | -12 | 6% | -19 | 14% | 4% | 0% | -4.3 | -2%
> CC(=O)c1cn(CC(=O)Nc2ccccc2)c2ccccc12
  . | 12 | 2% | 13 | -18% | 1% | -3% | -0.1 | -14%
> CC(=O)N1CCCc2ccc(NS(=O)(=O)c3ccc(C)cc3)cc21
  -1 | 1 | 10% | 1 | -4% | -9% | 0% | -0.9 | 5%

Compound activity (PubChem BioAssay)
